# DT40 TDP1 no CPT = qHTS for Inhibitors of human tyrosyl-DNA phosphodiesterase 1 (TDP1): qHTS in cells in absence of CPT; DT40 Tdp1-/- hTDP1 cells, no CPT, ATP luminescence, 48 h; Potency, µM (doses to about 46.2 µM), for the others: at the top dose activity change, negative = growth inhibition, actives largely listed as inhibitors; 420,000 compounds, 15% hits; note: nearly all actives have a fitted effect of over 55% in size
#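 Camptothecin absent (DMSO only). Human TDP1-complemented DT40 knockout cells, 400 cells/well, 37 °C for minimum 48 hr; ATP measured via CellTiter-Glo, 30 min dark incubation, luminescence.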
# TDP1 inh = qHTS Assay for Inhibitors of Tyrosyl-DNA Phosphodiesterase (TDP1) | Tyrosyl-DNA phosphodiesterase 1 (Homo sapiens), Q9NUW8 | recombinant TDP1, AlphaScreen DNA substrate cleavage | Potency, µM (doses to about 130 µM), without a hit: at the highest dose activity change, negative = inhibition, hits mostly inhibitors | 350,000 compounds, 0.28% hits; note: nearly all actives have a fitted effect of over 40% in size
#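 Compounds were preincubated with Tdp1 (1 nM final) for 15 min at room temperature before substrate (15 nM final) started a 5 min reaction; beads (10 ug/ml final) were then added for 10 min before AlphaScreen detection.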
# KAT2A inh = qHTS Assay for Inhibitors of GCN5L2; Histone acetyltransferase KAT2A (Homo sapiens), Q92830; GCN5L2 HAT assay, ThioGlo1 CoA-SH fluorescence; Potency, µM (titrated, usually from 58.9 µM), inactives show at the top dose activity change, negative = inhibition, hits mostly inhibitors; 390,000 compounds, 0.21% hits; AID 504327, 2011
# Target sequence (Q92830 whole entry, looked up): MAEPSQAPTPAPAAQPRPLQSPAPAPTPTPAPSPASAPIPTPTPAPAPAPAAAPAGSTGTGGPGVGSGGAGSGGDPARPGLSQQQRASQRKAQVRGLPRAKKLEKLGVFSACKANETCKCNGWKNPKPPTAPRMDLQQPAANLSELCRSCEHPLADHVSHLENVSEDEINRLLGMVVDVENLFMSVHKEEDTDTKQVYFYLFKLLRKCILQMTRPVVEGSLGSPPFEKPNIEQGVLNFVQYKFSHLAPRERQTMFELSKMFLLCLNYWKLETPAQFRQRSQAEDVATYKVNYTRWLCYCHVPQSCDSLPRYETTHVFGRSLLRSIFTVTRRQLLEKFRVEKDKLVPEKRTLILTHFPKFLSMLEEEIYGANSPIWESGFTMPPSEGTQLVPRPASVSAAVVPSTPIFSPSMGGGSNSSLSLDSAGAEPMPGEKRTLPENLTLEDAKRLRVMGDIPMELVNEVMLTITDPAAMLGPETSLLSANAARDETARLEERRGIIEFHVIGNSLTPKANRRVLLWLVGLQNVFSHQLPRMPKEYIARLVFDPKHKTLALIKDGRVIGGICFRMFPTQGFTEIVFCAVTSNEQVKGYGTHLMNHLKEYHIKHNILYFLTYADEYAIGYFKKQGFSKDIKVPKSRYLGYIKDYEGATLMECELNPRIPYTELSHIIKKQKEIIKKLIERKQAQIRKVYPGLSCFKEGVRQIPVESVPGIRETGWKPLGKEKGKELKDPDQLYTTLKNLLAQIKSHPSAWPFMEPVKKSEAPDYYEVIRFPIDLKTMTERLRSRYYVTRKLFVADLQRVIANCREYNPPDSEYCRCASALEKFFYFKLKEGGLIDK
#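 qHTS, 1536-well. 20nM enzyme, pH 7.5 HEPES/EDTA/Tween-20 buffer; 15 min compound preinc., RT. Start: 75uM H3(1-25), 70uM AcCoA, 50uM ThioGlo1. Read Ex340/Em540 at t=0 (autofluorescence flag) and t=20 min.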
# Starred values were filed as active, the others as inactive; ? = inconclusive; . = not tested or not shown; [ ] = dose if it differs, or a comment. Calls come from the whole dose curve; as a rule, active = well fitted curve in the direction sought with a large enough effect; inconclusive = small, poorly fitted or top-dose-only effect, or another doubt; inactive = no such curve, though single readings can be large; an effect the other way counts as inactive or inconclusive. % is set by controls: 0 for no effect and ±100 for the full control effect; potency is the fitted concentration of half-maximal effect. These rows are one share of the data; count on the stated rates, not on these rows.
SMILES,DT40 TDP1 no CPT,TDP1 inh,KAT2A inh
Nc1ccc(C(=O)Nc2ccc3nc(-c4ccncc4)[nH]c3c2)cc1,?,-2%,-1%
Nc1nnc(SCc2cn3cc(Cl)ccc3n2)s1,-9%,0%,-5%
CC(C)(C)NC(=O)CN(C(=O)CCC(=O)Nc1nccs1)c1ccc(F)c(Cl)c1,-10%,.,0%
Cc1cc(C)c(C(=O)N2CCCC(Nc3ccc(F)cc3)C2)o1 (centres undefined),-17%,4%,-4%
O=S(=O)(c1ccc2ccccc2c1)N1CCN(c2ccc(O)cc2)CC1,8.2µM*,9%,-7%
COc1ccccc1OCCC(=O)OCC(=O)c1[nH]c(C)c(C(C)=O)c1C,?,-5%,-3%
C=CC[n+]1c(-c2ccc(OC)c(OC)c2)csc1NNC(=O)Nc1ccccc1,6.5µM*,7%,-8%
COc1ncc2nc(-c3ccccc3)c(=O)n(C3CC3)c2n1,-5%,.,-10%
CCOc1cc(C(=O)NC(C)c2ccncc2)cc(OCC)c1OCC (centres undefined),-18%,5%,-3%
COc1ccccc1CNC(=O)CN1C(=O)C(C)N(c2ccc(C)cc2)C1=O (centres undefined),?,8%,1%
CCOC(=O)c1c(NC(=O)CSc2ncccn2)sc(C(=O)NC)c1C,?,.,0%
COc1ccc(N2CCN(S(=O)(=O)c3c(C)nc4scc(C)n4c3=O)CC2)cc1,?,6%,?
CC1CCCC(C)N1S(=O)(=O)c1ccc(S(=O)(=O)N2CCOCC2)cc1 (centres undefined),9%,3%,-20%
Cc1ccc(N2C(=O)CC(n3ccnc3)C2=O)cc1C (centres undefined),0%,7%,?
COC(=O)CNC(=O)C1CCCN1C(=O)OC(C)(C)C (centres undefined),-10%,4%,1%
CCOc1ccccc1NC(=O)CSc1nc2c(oc3ccccc32)c(=O)n1-c1ccc(F)cc1,6.5µM*,5%,-3%
Cc1c(NC(=O)Nc2cccc([N+](=O)[O-])c2)c(=O)n(-c2ccccc2)n1C,-13%,2%,?
Cc1cc2oc(C(=O)Nc3c(C(=O)Nc4ccccc4)oc4ccccc34)cc(=O)c2cc1C,?,7%,-10%
COc1ccc(C)cc1S(=O)(=O)N(CC(=O)Nc1ccc2c(c1)OCCO2)Cc1ccccc1,?,7%,-3%[0.501 µM]
CCC(=O)c1ccc(OCC(O)Cn2nnc3ccccc32)cc1 (centres undefined),-21%,2%,-3%
Cc1ccc(-n2cc(CN3CCN(Cc4nccn4C)CC3)c(-c3cccc(C)c3)n2)cc1,?,10%,-19%
O=C(CNc1ccc2ccccc2c1)N/N=C/c1ccc([N+](=O)[O-])o1,21µM*,-3%,1%
O=C(c1ccc(C(F)(F)F)cc1)C1CCCN(C(=O)CCc2cnccn2)C1 (centres undefined),4%,0%,-4%
CC(C)N(C(=O)CC1ON(C)C(=O)N1c1ccc(Cl)cc1)C(C)C (centres undefined),?,8%,0%
CCN1C(=O)[C@H]2[C@@H](c3ccc(OC)cc3)N3C(=O)CN(CCOC)C(=O)[C@@]3(C)[C@H]2C1=O,-6%,.,0%
CC1CCN(C(=O)CCNS(=O)(=O)c2ccc(Br)cc2)CC1,-16%,-1%,-8%
CCOC(=O)N1CCC(NC(=O)c2cc(C)c3c(C)nn(-c4ccccc4)c3n2)CC1,-15%,3%,0%
CCc1cc2c(SCC(=O)NC3CCS(=O)(=O)C3)ncnc2s1 (centres undefined),-29%,9%,-5%
Cc1ccccc1CN1CCN(CC(=O)NCc2ccccc2Cl)C1=O,-21%,8%,3%
COc1ccc(C(=O)NCc2nnc(SCC(=O)NCCc3ccccc3)o2)cc1,-27%,2%,7%
Cc1ccccc1C(=O)N1CCc2cc(-c3csc(NC(=O)CN4CCCC4)n3)ccc21,?,.,-2%
CCCCN1C(=O)NC2NC(=O)NC21 (centres undefined),-2%,3%[56.1 µM],-5%
CCc1ncc(CN2CCCC(C(=O)Nc3cccc(-c4ccc(F)cc4)c3)C2)cn1 (centres undefined),16µM*,6%,-10%
CCCc1nnc(NC(=O)CS(=O)(=O)c2ccc(C)cc2)s1,5%,0%,-18%
CC(C)NC(=O)C(c1ccc(F)cc1)N(C(=O)CCC(=O)Nc1ccccn1)C1CCCCC1 (centres undefined),-4%,1%,-21%
CCC1(c2ccccc2)NC(=O)N(CC(=O)Nc2cc(S(=O)(=O)N3CCOCC3)ccc2OC(C)C)C1=O (centres undefined),?,-6%,-9%
O=C(Nc1ccc([N+](=O)[O-])cc1Br)c1cccnc1,0%,-1%,2%
COc1ccc(-c2c3c(=O)n(C)c(=O)n(C)c3cn2-c2cccc(OC)c2)cc1,?,2%,-9%
COc1cccc(CN(C)CC(=O)Nc2ccccc2C(=O)Nc2ccccc2)c1,?,1%,3%
CC1CC[C@@]23CCC4(C)[C@@]5(C)CCC6C(C)(C)C(=O)CC[C@@]6(C)C5C=C[C@@]4(OC2=O)C3C1C (some centres undefined),-8%,13%[56.1 µM],-5%
Cc1cc(NC(=O)CSc2nnc(CNC(=O)c3ccccc3)o2)no1,-5%,5%,-29%
O=C(c1ccc2c(c1)OCO2)N(Cc1ccco1)C1(C(=O)NC2CCCCC2)CCCCC1,16µM*,4%,-26%
COc1ccc(NC2(c3ccc(Cl)cc3)C(=O)c3ccccc3C2=O)cc1,-2%,10%,-7%
COc1ccc(CCNC(=O)c2sc3cc(C)ccc3c2Cl)cc1,?,3%,0%
CCC(C)[C@H](NC(=O)C1CC(=O)N(c2ccc(OC)cc2)C1)C(=O)NC1CCCC1 (some centres undefined),24%,1%,2%
CC1CCN(CC(=O)Nc2nccs2)CC1,-8%,2%,-5%
O=C(NCCOc1ccccc1)c1ccccc1Cl,2%,.,-12%
CSc1nc2sc3c(c2c(=O)n1-c1ccc(C)cc1)CCCC3,8.2µM*,0%[12.3 µM],-9%
CCCCNC(=O)COC(=O)c1ccc(N(C)C)cc1,?,9%,-22%
Cc1cc(O)c(NC(=O)c2ccc(C)c([N+](=O)[O-])c2)cc1C,-21%,-2%,-1%
O=C(O)CN1C(=O)CCS(=O)c2ccccc21 (centres undefined),0%,4%,-5%
O=C(Cc1c[nH]c2ccccc12)NCc1ccncc1,-2%,3%,-3%
Cc1ccc(C(=O)Nc2ccc(Nc3ccccc3)cc2)c(Cl)c1,?,.,-3%
O=C(CCc1nnc(Cc2ccc3c(c2)OCO3)o1)NCCc1ccccc1Cl,?,4%,-2%
O=C(CSc1nc2cc(Cl)ccc2s1)c1cc2ccccc2o1,0%,9%,-13%
O=C(NCCCN1CCC(Cc2ccccc2)CC1)C1CC(=O)N(C2CCCCCC2)C1 (centres undefined),26µM*,-4%,-9%
CCc1nnc(NS(=O)(=O)c2ccc(NC(=S)NC(=O)/C=C/c3ccc(OC)cc3)cc2)s1,-2%,1%,1%
Cc1ccc(-n2[nH]c(=O)c(-c3ccccn3)c2C)cc1,1%,0%,-18%
CCc1nc2ccccc2n1Cc1ccc(F)cc1,-13%,2%,-11%
Cc1ccccc1C(=O)N1CCC(C(=O)Nc2nc3ccc(F)cc3s2)CC1,?,.,1%

# Part of the list above, with values under each structure.
# Order of values – DT40 TDP1 no CPT, TDP1 inh, KAT2A inh
COc1ccc(-c2c3c(=O)n(C)c(=O)n(C)c3cn2-c2cccc(OC)c2)cc1
  ?, 2%, -9%
COc1cccc(CN(C)CC(=O)Nc2ccccc2C(=O)Nc2ccccc2)c1
  ?, 1%, 3%
CC1CC[C@@]23CCC4(C)[C@@]5(C)CCC6C(C)(C)C(=O)CC[C@@]6(C)C5C=C[C@@]4(OC2=O)C3C1C (some centres undefined)
  -8%, 13%[56.1 µM], -5%
Cc1cc(NC(=O)CSc2nnc(CNC(=O)c3ccccc3)o2)no1
  -5%, 5%, -29%
O=C(c1ccc2c(c1)OCO2)N(Cc1ccco1)C1(C(=O)NC2CCCCC2)CCCCC1
  16µM*, 4%, -26%
COc1ccc(NC2(c3ccc(Cl)cc3)C(=O)c3ccccc3C2=O)cc1
  -2%, 10%, -7%
COc1ccc(CCNC(=O)c2sc3cc(C)ccc3c2Cl)cc1
  ?, 3%, 0%
CCC(C)[C@H](NC(=O)C1CC(=O)N(c2ccc(OC)cc2)C1)C(=O)NC1CCCC1 (some centres undefined)
  24%, 1%, 2%
CC1CCN(CC(=O)Nc2nccs2)CC1
  -8%, 2%, -5%
O=C(NCCOc1ccccc1)c1ccccc1Cl
  2%, ., -12%
CSc1nc2sc3c(c2c(=O)n1-c1ccc(C)cc1)CCCC3
  8.2µM*, 0%[12.3 µM], -9%
CCCCNC(=O)COC(=O)c1ccc(N(C)C)cc1
  ?, 9%, -22%
Cc1cc(O)c(NC(=O)c2ccc(C)c([N+](=O)[O-])c2)cc1C
  -21%, -2%, -1%
O=C(O)CN1C(=O)CCS(=O)c2ccccc21 (centres undefined)
  0%, 4%, -5%
O=C(Cc1c[nH]c2ccccc12)NCc1ccncc1
  -2%, 3%, -3%
Cc1ccc(C(=O)Nc2ccc(Nc3ccccc3)cc2)c(Cl)c1
  ?, ., -3%
O=C(CCc1nnc(Cc2ccc3c(c2)OCO3)o1)NCCc1ccccc1Cl
  ?, 4%, -2%
O=C(CSc1nc2cc(Cl)ccc2s1)c1cc2ccccc2o1
  0%, 9%, -13%
O=C(NCCCN1CCC(Cc2ccccc2)CC1)C1CC(=O)N(C2CCCCCC2)C1 (centres undefined)
  26µM*, -4%, -9%
CCc1nnc(NS(=O)(=O)c2ccc(NC(=S)NC(=O)/C=C/c3ccc(OC)cc3)cc2)s1
  -2%, 1%, 1%
Cc1ccc(-n2[nH]c(=O)c(-c3ccccn3)c2C)cc1
  1%, 0%, -18%

# (next part)
SMILES,DT40 TDP1 no CPT,TDP1 inh,KAT2A inh
C[C@@H]1NC(=O)c2cc([N+](=O)[O-])cc(I)c2OCC[C@@H](C(=O)NC(CC(=O)O)C(N)=O)NC(=O)[C@H](CCC(=O)O)NC1=O (some centres undefined),-28%,-3%,-3%
CCOC(=O)C1CCC(CN(Cc2ccc(OC)cc2)S(=O)(=O)c2ccc(F)c(C(=O)Nc3c(C)cccc3C)c2)CC1 (centres undefined),?,5%,-5%
COc1cccc(/C=N\n2c(C)nnc2C)c1OC,-9%,-1%,-1%
COc1ccc(OCCOC(=O)c2cccs2)cc1,-8%,-2%,-4%
O=C(Nc1cc2c(cc1C(=O)c1ccccc1Br)OCCO2)c1ccccc1,-54%,4%[12.3 µM],-2%
CCc1ccc(-n2c(O)c(C=NCCN(CC)CC)c(=O)[nH]c2=O)cc1,-27%,3%,1%
COC(=O)c1c(NC(=O)CSc2ncn[nH]2)sc(C)c1C,?,.,0%
O=S(=O)(O)c1ccc(Nc2ncnc3c2ncn3[C@@H]2O[C@H](CO)[C@@H](O)[C@H]2O)cc1,-6%,6%,-20%
COc1ccc(C(CC(=O)O)NC(=O)Cc2ccccc2)cc1 (centres undefined),-1%,2%,1%
Cc1ccc(NC(=O)N2CCN(C(=O)c3ccco3)CC2)cc1Cl,?,1%,-3%
Cc1ccccc1NC(=S)NCc1ccco1,-6%,1%,-2%
COc1cccc(NC(=O)c2nn(-c3ccc(C)cc3)c(=O)n(C)c2=O)c1,15µM*,5%,-6%
COc1ccc(-c2nc3c(=O)n(C)c(=O)[nH]c3n2CCc2ccccc2)cc1,-7%,6%,-3%
O=C(NCc1ccco1)c1csc2c1CCCCC2,?,12%,-1%
COc1ccc(C2CC(c3ccccc3OC(C)=O)=NN2C(=O)/C=C/c2ccccc2)cc1 (centres undefined),16µM*,0%,-12%
CCCC(=O)Nc1nnc(SCC(=O)Nc2ccc3c(c2)OCCO3)s1,?,2%,-11%
CCOc1ccccc1C1CC(=O)NC2=C1C(=O)CCC2 (centres undefined),16µM*,7%,-3%
COc1ccc(OC)c(-n2c(SCC(=O)NCc3ccco3)nnc2-c2c[nH]c3ccccc23)c1,?,7%,2%
CC(C)CSc1nc2ccccc2n1CC(N)=O,-9%,-6%,1%
COc1ccc(N2CCN(c3ccc(N)cc3C#N)CC2)cc1,-27%,9%,-3%
COc1ccc(C2=CC(c3ccc(C)cc3)n3nnnc3N2)cc1 (centres undefined),-29%,6%,?
C[C@H]1OC(=O)CC[C@@H]2[C@]1(C)CCC1[C@@]2(C)CC[C@@]2(C)C3CC(C)(C)CC[C@]3(CO)CC[C@]12C (some centres undefined),?,9%,.
CCc1ccc(O)c(N=Cc2cccc(C)c2O)c1,21µM*,3%,-16%
O=C(Cc1cccs1)Nc1ccc(-c2nnn(CC(=O)N3CCOCC3)n2)cc1,-13%,3%,-1%

# Screening data from PubChem BioAssay.
